Screening data deposited in PubChem by The Scripps Research Institute Molecular Screening Center.
EBNA-1 inhibitor: blocks EBNA-1 binding to DNA; EBNA-1 DNA binding, fluorescence polarization; inhibition, % at 14.8 µM; hit rate 0.34% among 300,000; in the data active means inhibition above about 28%
PAFAH2 FP inh: inhibitors of human PAFAH2 | inhibition, % at 3.39 µM | recombinant PAFAH2, FP-rhodamine activity probe, fluorescence polarization | hit rate 0.99% among 340,000;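 active means inhibition above the mean over all tested compounds plus 3 SD, cut at about 30% in these data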;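 further: inhibitors block probe labeling of enzyme so polarization drops; 0% = enzyme with DMSO and 100% = wells lacking PAFAH2 protein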
PREPL inh: inhibitors of human prolyl oligopeptidase-like enzyme PREPL. inhibition, % at 5.96 µM. recombinant PREPL, fluorescence polarization activity-based probe. hit rate 0.68% among 320,000. Q4J6C6; in the data active means inhibition above about 43%;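 further: 0% = enzyme with DMSO and 100% = wells lacking enzyme; many of its hits are not listed in these tables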
Target sequence (Q4J6C6 whole entry, looked up): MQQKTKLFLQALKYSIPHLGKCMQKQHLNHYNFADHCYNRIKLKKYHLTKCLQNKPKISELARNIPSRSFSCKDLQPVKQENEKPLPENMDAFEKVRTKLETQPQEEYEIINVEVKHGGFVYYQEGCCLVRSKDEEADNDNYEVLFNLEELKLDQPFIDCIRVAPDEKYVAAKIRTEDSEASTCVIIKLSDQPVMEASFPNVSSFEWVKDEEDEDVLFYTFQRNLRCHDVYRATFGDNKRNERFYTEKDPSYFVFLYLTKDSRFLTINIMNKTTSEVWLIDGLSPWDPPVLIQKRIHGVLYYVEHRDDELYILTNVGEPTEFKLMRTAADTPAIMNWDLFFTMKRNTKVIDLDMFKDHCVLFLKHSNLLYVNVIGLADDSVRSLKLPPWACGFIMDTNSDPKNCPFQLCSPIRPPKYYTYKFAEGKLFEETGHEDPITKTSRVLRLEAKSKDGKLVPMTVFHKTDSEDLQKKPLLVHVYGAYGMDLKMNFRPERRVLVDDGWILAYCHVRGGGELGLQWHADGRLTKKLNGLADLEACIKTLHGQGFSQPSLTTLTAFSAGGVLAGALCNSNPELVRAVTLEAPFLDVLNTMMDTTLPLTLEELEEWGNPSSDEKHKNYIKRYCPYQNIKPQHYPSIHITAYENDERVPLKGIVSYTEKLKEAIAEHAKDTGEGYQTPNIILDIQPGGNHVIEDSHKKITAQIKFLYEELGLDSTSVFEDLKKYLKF
LYPLA1 counter: counter-screen for PME1 inhibitors: inhibitors of human LYPLA1 | O75608 | recombinant LYPLA1, FP-Rh probe fluorescence polarization | inhibition, % at 5.9 µM | hit rate 0.16% among 320,000 | AID 2174;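 active means inhibition above the mean of all tested compounds plus 3 SD, set per campaign, cut at about 14% in these data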;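 further: inhibitors block serine hydrolase probe labeling of LYPLA1 so polarization falls; 0% = enzyme with DMSO and 100% = wells lacking LYPLA1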
ZTA DNA inh: ZTA (EBV) inhibition in EBNA-1 counter-screen | P03206 | ZTA-DNA binding, fluorescence polarization | inhibition, % at 11 µM | hit rate 0.15% among 320,000 | AID 2234; in the data active means inhibition above about 33%
Target sequence (P03206 whole entry, looked up): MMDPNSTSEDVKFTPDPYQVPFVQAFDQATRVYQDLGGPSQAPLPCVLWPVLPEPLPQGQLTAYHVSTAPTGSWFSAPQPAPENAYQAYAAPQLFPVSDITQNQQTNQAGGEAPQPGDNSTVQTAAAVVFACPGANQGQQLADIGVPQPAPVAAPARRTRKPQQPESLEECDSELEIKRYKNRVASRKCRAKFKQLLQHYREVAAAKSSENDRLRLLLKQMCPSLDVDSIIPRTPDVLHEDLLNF
PAFAH1B3 inh: blocks human PAF acetylhydrolase 1B catalytic subunit 3 | inhibition, % at 3.39 µM | AID 492972 | recombinant PAFAH1B3, FP-rhodamine probe, fluorescence polarization | Q15102 | hit rate 0.28% among 340,000;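 active means inhibition above the screen-wide average of all tested compounds plus 3 SD, cut at about 25% in these data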;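 further: 0% = enzyme with DMSO only and 100% = wells lacking PAFAH1B3 protein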
LYPLA2 counter: LYPLA2 (human) inhibition in PME1 counter-screen. AID 2177. inhibition, % at 5.9 µM. hit rate 0.38% among 320,000. recombinant LYPLA2, FP-Rh probe fluorescence polarization;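 active means inhibition above the screen-wide mean plus 3 SD, limit set per campaign, cut at about 26% in these data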;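 further: 0% = LYPLA2 with DMSO and 100% = wells lacking LYPLA2 enzyme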
pPAFAH FP inh: inhibitors of human plasma PAF acetylhydrolase (pPAFAH). Q13093. recombinant pPAFAH, FP-rhodamine probe fluorescence polarization. inhibition, % at 3.39 µM. hit rate 1.5% among 330,000. AID 463082;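 active means inhibition above the mean inhibition across the screen plus 3 SD, cut at about 25% in these data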;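 further: inhibitors block binding of the rhodamine activity-based probe so polarization drops; 0% = enzyme with DMSO and 100% = wells lacking pPAFAH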
PAFAH1B2 FP inh: PAFAH1B2 (human) inhibition. P68402. recombinant PAFAH1B2, FP-rhodamine activity probe, fluorescence polarization. inhibition, % at 3.39 µM. hit rate 1.2% among 340,000. AID 492953;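 active means inhibition above the mean of all tested compounds plus 3 SD, cut at about 24% in these data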;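 further: 0% = enzyme with DMSO and 100% = wells lacking PAFAH1B2; many of its hits are not listed in these tables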
The depositor's hits bear a star; . = no result given.

canonical_smiles,EBNA-1 inhibitor,PAFAH2 FP inh,PREPL inh,LYPLA1 counter,ZTA DNA inh,PAFAH1B3 inh,LYPLA2 counter,pPAFAH FP inh,PAFAH1B2 FP inh
O=C(N/N=C/c1ccc(Cl)c([N+](=O)[O-])c1)c1cc(-c2ccc3c4c(cccc24)CC3)n[nH]1,-6.7,-13.0,21.5,-13.0,-13.5,-5.7,-6.6,6.8,1.3
COC(=O)c1ccc(N2NC(=O)/C(=C/c3cc(OC)c(O)c(OC)c3)C2=O)cc1,-8.9,4.9,9.7,0.1,-3.9,4.5,-19.6,18.3,7.0
CC(C)CCN1CCN(Cc2nc(-c3ccccc3)cs2)CC1CCO (stereo unspecified),6.7,-3.0,19.6,-0.5,10.8,8.3,-4.9,4.6,6.0
COc1ccccc1N1CCN(/N=C/c2ccc(OC)c(OC)c2OC)CC1,6.9,-1.9,3.8,-0.8,8.5,8.2,3.3,-0.9,0.4
CCOC(=O)Cc1nnc(Nc2ccc(C(=O)NC)cc2)c2ccccc12,3.9,-0.6,-5.1,-0.9,22.8,4.0,3.8,-0.3,8.1
C=CCn1cnc2sc(C(=O)Nc3ccccc3OC)c(C)c2c1=O,-8.7,-1.9,13.4,0.2,-14.1,-3.3,-3.2,1.4,1.3
CSc1ccccc1NS(=O)(=O)c1cccc2nonc12,6.5,-1.7,17.0,0.9,-13.0,4.0,2.1,7.1,-0.2
O=C(CSc1cccc[n+]1[O-])NCC1CCCCC1,-6.8,4.9,-3.5,-0.8,-13.8,1.7,1.4,-1.2,4.7
Cc1ccc(C)c(NC(=O)c2cc3ccccn3n2)c1,0.8,2.9,-3.0,-1.1,-5.9,-1.3,-4.6,-6.9,7.6
CCOc1ccc(S(=O)(=O)NCCCn2ccnc2)cc1NC(C)=O,-2.0,3.3,3.6,-2.3,3.9,3.6,0.8,2.0,-1.4
CN1C2CCC1CC(NS(=O)(=O)c1ccc(C#N)cc1)C2 (stereo unspecified),-0.1,-4.2,4.3,-3.4,3.1,3.3,-9.2,-3.3,1.5
COC(=O)C1=C(C)NC(C)=C(C(=O)OCC(C)C)C1c1ccccc1[N+](=O)[O-] (stereo unspecified),12.4,-15.9,4.3,3.2,17.6,6.3,-1.4,4.2,6.2

canonical_smiles,EBNA-1 inhibitor,PAFAH2 FP inh,PREPL inh,LYPLA1 counter,ZTA DNA inh,PAFAH1B3 inh,LYPLA2 counter,pPAFAH FP inh,PAFAH1B2 FP inh
O=C(NC(=S)NCc1ccncc1)c1ccccc1,15.5,0.8,-3.1,-3.7,7.7,1.3,-3.2,-1.0,2.7
O=C(NCc1ccc2c(c1)CCO2)Nc1cccc(C(F)(F)F)c1,-13.1,.,-7.5,-6.2,-13.1,.,-6.4,-4.9,.
NC(=O)c1ccccc1N1CCCCC1,-0.3,1.0,-2.0,0.3,-7.1,0.5,0.9,-1.2,15.0
Cc1ccc(S(=O)(=O)Nc2nccs2)cc1[N+](=O)[O-],-7.7,.,15.5,-0.7,-20.2,.,-0.8,3.9,.
O=C(Cc1cccs1)Nc1ccc(F)c(F)c1,-3.2,9.3,-7.8,3.6,3.9,-0.5,3.7,3.2,3.2
CCCN1CCN(C(c2cc3cc4c(cc3[nH]c2=O)OCO4)c2nnnn2C(C)(C)C)CC1 (stereo unspecified),6.4,5.1,-3.6,2.0,-17.6,-1.2,3.1,3.0,-0.3
O=C(COC(=O)c1ccc[nH]c1=O)NCCc1ccc(Cl)cc1Cl,1.2,2.3,-10.8,0.3,6.4,9.6,-1.8,4.1,12.4
C=CCn1c(O)c(N=NC(=S)Nc2ccc(OC)cc2)c2ccccc21,-11.2,-5.7,1.9,30.1*,-19.4,11.4,7.1,11.2,-2.1
COc1ccc(C(=O)/C=C/c2ccc(OC)c(COc3ccccc3F)c2)cc1,0.9,-5.6,6.5,-9.7,12.2,-4.1,-3.0,-0.8,-4.6
COc1ccc(C(=O)N2CCN(S(=O)(=O)N3CCOCC3)CC2)cc1OC,-2.9,-2.6,8.6,2.3,3.0,1.9,-0.6,4.2,-1.1
c1cc2c(cc1-n1cnnn1)OCO2,-0.6,3.1,-1.4,-0.1,12.9,1.6,-7.5,3.2,4.3
CCNC(=O)n1cc(-n2cncn2)c(-c2ccccc2)n1,-12.9,-3.6,12.9,-1.5,-9.1,-2.1,6.3,-4.8,-2.9

4 structures from above, ordered by length of the SMILES, rising:
canonical_smiles,EBNA-1 inhibitor,PAFAH2 FP inh,PREPL inh,LYPLA1 counter,ZTA DNA inh,PAFAH1B3 inh,LYPLA2 counter,pPAFAH FP inh,PAFAH1B2 FP inh
NC(=O)c1ccccc1N1CCCCC1,-0.3,1.0,-2.0,0.3,-7.1,0.5,0.9,-1.2,15.0
O=C(NC(=S)NCc1ccncc1)c1ccccc1,15.5,0.8,-3.1,-3.7,7.7,1.3,-3.2,-1.0,2.7
CCNC(=O)n1cc(-n2cncn2)c(-c2ccccc2)n1,-12.9,-3.6,12.9,-1.5,-9.1,-2.1,6.3,-4.8,-2.9
CCCN1CCN(C(c2cc3cc4c(cc3[nH]c2=O)OCO4)c2nnnn2C(C)(C)C)CC1 (stereo unspecified),6.4,5.1,-3.6,2.0,-17.6,-1.2,3.1,3.0,-0.3

More entries follow:
canonical_smiles,EBNA-1 inhibitor,PAFAH2 FP inh,PREPL inh,LYPLA1 counter,ZTA DNA inh,PAFAH1B3 inh,LYPLA2 counter,pPAFAH FP inh,PAFAH1B2 FP inh
CCOC(=O)CC(NC(=O)CCc1c(C)nc2ncnn2c1C)c1ccc(C)cc1 (stereo unspecified),-1.0,-8.5,8.7,-2.7,0.5,-2.3,-1.9,2.8,0.1
Nn1c(SCC(=O)NCC2CCCO2)nnc1-c1ccc(OC(F)F)cc1 (stereo unspecified),-4.0,3.3,18.7,-0.1,-1.6,-4.1,1.8,-8.7,2.0
O=C1CCC2(C(=O)O)Sc3ccccc3N12 (stereo unspecified),-12.5,-5.0,9.8,1.1,-2.9,1.9,0.4,-15.6,0.5
NC(=O)CSc1nnc(-c2ccc(S(=O)(=O)N3CCCC3)cc2)o1,5.0,2.8,5.5,4.6,5.7,0.1,3.6,6.3,0.0
Cc1ccc(CC2C(=O)N(c3ccc(F)cc3)C(=O)C2C)cc1 (stereo unspecified),-1.5,4.2,-12.8,1.4,-6.9,1.0,3.5,4.3,-0.5
C/C(=N\Nc1ccc([N+](=O)[O-])cc1)c1ccc(O)cc1,-2.8,.,13.9,-2.0,-17.2,.,-8.5,8.4,.
CC1CCC(NC(=O)C(=O)Nc2ccc3c(c2)OCO3)CC1 (stereo unspecified),9.8,4.1,20.8,-4.2,-5.3,3.8,0.9,0.3,-4.8
O=C(CSc1nnc(-c2cccnc2)n1C1CCCCC1)NC1CCCC1,5.6,3.8,6.6,0.1,2.8,1.0,-1.4,1.8,5.7
Cc1cc(C)nc(-n2nc(C)c(C3(O)C(=O)Nc4ccccc43)c2N)n1 (stereo unspecified),-6.5,1.8,14.2,-0.7,11.8,-1.0,-2.7,-2.9,1.0
COc1cccc(CNn2cnnc2)c1OCc1ccc(F)cc1,-3.2,3.4,-10.6,1.2,2.9,-2.9,7.4,-2.3,7.9
CCCCCC/C(C)=C1/SC(=S)NC1=O,15.8,-3.9,5.7,-3.1,10.1,5.2,0.0,2.8,21.4
CC(C)c1cc(NC(=O)CSc2nnc(-c3ccccc3F)n2C)on1,-8.0,-0.9,2.2,2.6,9.5,5.0,5.1,4.9,9.7

canonical_smiles,EBNA-1 inhibitor,PAFAH2 FP inh,PREPL inh,LYPLA1 counter,ZTA DNA inh,PAFAH1B3 inh,LYPLA2 counter,pPAFAH FP inh,PAFAH1B2 FP inh
CCOC(=O)c1ccc(N=C2SC(C(=O)Nc3ccc(C(=O)O)cc3)CC(=O)N2Cc2cccs2)cc1 (stereo unspecified),-2.4,-12.5,-7.5,-3.9,11.9,-1.6,4.1,19.7,2.3
CCCOc1cc(CC(=O)NCc2ccco2)ccc1OC,-7.7,5.2,1.8,1.9,1.6,-7.2,-0.7,-1.8,0.8
Cc1cc(-c2nnc(SCC(=O)Nc3nccs3)o2)no1,0.0,-3.0,3.6,-3.4,-12.2,0.4,-1.4,11.3,-0.3
COCCN(C(=O)c1ccc(-c2ccc(Cl)cc2)o1)c1c(N)n(Cc2ccccc2)c(=O)[nH]c1=O,-2.8,-4.0,-16.2,0.2,-10.1,2.1,-0.1,7.8,-1.4
COc1ccc(N(C(=O)Cc2cccs2)C(C(=O)NC2CCCC2)c2ccncc2)cc1OC (stereo unspecified),-7.5,10.2,-2.8,0.0,10.5,0.1,4.1,0.9,5.8
O=C1c2ccccc2C(=O)N1CCSc1ccccc1,0.0,-4.6,4.6,-3.3,8.5,4.9,4.7,3.4,6.5
Cc1ccc(C(=O)C(C)OC(=O)c2nc(Cl)ccc2Cl)cc1 (stereo unspecified),-1.8,0.5,2.2,-0.4,-11.6,3.4,3.7,4.3,-1.6
Cc1ccccc1-c1nn(-c2ccc(F)cc2F)cc1CNCCN(C)C,6.2,4.8,33.4,-3.4,-8.4,3.2,10.1,0.8,-2.0
Cc1ccc2[nH]cc(CCNC(=O)C3CCCO3)c2c1 (stereo unspecified),6.4,-0.5,-4.6,-3.3,1.5,13.3,-3.2,7.8,3.5
Cn1c(=O)c2c(=O)cc(NNC(=O)C(C)(C)C)[nH]c2n(C)c1=O,-4.9,-12.0,-0.6,-3.4,15.7,5.3,-4.3,0.9,3.8
CCO/C=C1/C(=O)N(C)C(=O)c2cc(OC)ccc21,3.1,8.3,0.9,0.2,-0.2,7.7,-3.6,1.9,0.6
C/C(CC(=O)Nc1ccc(Cl)cn1)=N\NC(=O)Cc1cccs1,-3.2,4.4,5.5,-2.2,-0.5,5.4,0.6,-1.3,2.7

canonical_smiles,EBNA-1 inhibitor,PAFAH2 FP inh,PREPL inh,LYPLA1 counter,ZTA DNA inh,PAFAH1B3 inh,LYPLA2 counter,pPAFAH FP inh,PAFAH1B2 FP inh
COCc1c(C(=O)N/N=C\c2ccccn2)nnn1-c1nonc1N,-6.0,6.3,-0.4,-2.5,8.2,12.7,-2.9,-3.6,-1.1
CCCCN(CCO)c1ncnc2sc(-c3ccccc3)cc12,3.3,4.4,15.6,0.8,-14.8,-3.2,-0.5,1.9,2.6
NC(=O)c1ccc(NC(=O)COC(=O)c2ccc3ccccc3n2)cc1,.,2.0,-1.2,.,.,9.1,.,5.8,6.8
Cc1nc2c3cc(F)ccc3n(Cc3ccccc3)c2s1,-2.4,-2.3,5.5,-6.5,2.1,6.0,-7.7,-0.8,4.5

A portion of the library, so the mix of outcomes need not match the whole.
